# Screens: PubChem, National Center for Advancing Translational Sciences (NCATS)
# G9a block = qHTS Assay for Inhibitors of Histone Lysine Methyltransferase G9a; Potency, µM (titrated, usually from 102 µM), inactives show at the highest dose activity, negative = inhibition, usual class: inhibitors; AID 504332, 2011; hit rate 8.8% among 350,000; G9a H3K9 monomethylation, AlphaScreen, 2 h; also: % is scaled to controls: 0 for no effect and ±100 for the full control effect; nearly all actives have a fitted effect of over 75% in size
#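 AlphaScreen read-out: biotin-H3K9 peptide (500 nM) methylation by 20 nM enzyme with 20 uM SAM, 2 h at room temperature after 15 min compound preincubation; anti-monomethyl H3K9 antibody plus donor/acceptor beads, 10 min dark.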
# POLI inh = qHTS for Inhibitors of Polymerase Iota. Pol iota fluorescent replication assay, 10 min. AID 588590, 2011. Potency, µM (doses to about 115 µM), for the others: at the highest dose activity, negative = inhibition, hits mostly inhibitors. hit rate 1% among 390,000
#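 Fluorescent replication assay read twice, at 0 min and 10 min after adding 50 nM (final) substrate. Enzyme (10 nM) and compounds were first incubated 15 min at room temperature; enzyme-free buffer wells were negative controls.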
# BLM helicase inh = qHTS Assay for Inhibitors of Bloom's syndrome helicase (BLM). RecQ-like DNA helicase BLM (Homo sapiens), P54132. recombinant BLM DNA unwinding, fluorescence dequenching. Potency, µM (top dose mostly 56.1 µM), for the others: at the highest dose activity change, negative = inhibition, actives largely listed as inhibitors. hit rate 0.2% among 350,000. AID 2528, 2010;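 also: plate controls were vehicle for no effect and no enzyme for full effect; nearly all actives have a fitted effect of over 35% in size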
# Target sequence (P54132 whole entry, looked up): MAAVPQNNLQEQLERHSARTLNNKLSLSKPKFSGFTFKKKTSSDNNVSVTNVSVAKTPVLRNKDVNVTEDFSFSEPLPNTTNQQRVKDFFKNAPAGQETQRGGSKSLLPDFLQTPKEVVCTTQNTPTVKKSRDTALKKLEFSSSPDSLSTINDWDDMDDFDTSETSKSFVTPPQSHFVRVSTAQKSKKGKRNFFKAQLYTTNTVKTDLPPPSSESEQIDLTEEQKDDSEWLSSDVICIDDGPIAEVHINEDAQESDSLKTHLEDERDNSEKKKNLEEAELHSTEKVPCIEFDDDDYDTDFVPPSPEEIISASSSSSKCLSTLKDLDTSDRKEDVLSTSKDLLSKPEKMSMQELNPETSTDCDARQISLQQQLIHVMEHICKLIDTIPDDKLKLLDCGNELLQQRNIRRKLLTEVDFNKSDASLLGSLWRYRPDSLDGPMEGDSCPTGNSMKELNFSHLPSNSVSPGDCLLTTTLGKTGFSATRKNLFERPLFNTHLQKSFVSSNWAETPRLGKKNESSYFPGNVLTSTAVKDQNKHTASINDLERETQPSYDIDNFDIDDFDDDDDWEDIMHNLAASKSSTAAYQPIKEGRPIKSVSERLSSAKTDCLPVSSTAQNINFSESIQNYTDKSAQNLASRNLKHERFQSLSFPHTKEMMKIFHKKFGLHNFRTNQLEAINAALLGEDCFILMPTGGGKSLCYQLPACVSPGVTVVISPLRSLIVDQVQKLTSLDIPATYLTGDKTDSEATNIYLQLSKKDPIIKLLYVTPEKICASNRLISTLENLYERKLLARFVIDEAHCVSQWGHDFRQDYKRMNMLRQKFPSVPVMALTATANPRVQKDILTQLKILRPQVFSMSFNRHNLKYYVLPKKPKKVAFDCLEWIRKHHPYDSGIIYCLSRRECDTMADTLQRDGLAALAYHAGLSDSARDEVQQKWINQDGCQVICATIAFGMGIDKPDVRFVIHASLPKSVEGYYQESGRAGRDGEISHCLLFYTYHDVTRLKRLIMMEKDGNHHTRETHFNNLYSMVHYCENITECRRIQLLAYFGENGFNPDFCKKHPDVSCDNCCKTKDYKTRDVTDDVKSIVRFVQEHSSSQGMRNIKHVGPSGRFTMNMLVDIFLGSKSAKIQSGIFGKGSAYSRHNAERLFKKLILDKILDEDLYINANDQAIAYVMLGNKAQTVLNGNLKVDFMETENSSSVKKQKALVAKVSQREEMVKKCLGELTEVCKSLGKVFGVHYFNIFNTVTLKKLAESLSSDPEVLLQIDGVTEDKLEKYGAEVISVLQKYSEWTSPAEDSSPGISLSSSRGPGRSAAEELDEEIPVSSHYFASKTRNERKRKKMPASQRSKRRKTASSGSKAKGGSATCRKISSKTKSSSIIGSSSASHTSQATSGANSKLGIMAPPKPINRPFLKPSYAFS
# POLB inh = qHTS Assay for Inhibitors of DNA Polymerase Beta. AID 485314, 2010. P06746. hit rate 1.3% among 340,000. Pol beta primer extension/strand displacement, fluorescence kinetic. Potency, µM (doses to about 114 µM), without a hit: at the top dose activity change, negative = inhibition, most hits filed as inhibitors; also: % is scaled to controls: 0 for no effect and ±100 for the full control effect
#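 Kinetic readout of DNA synthesis with strand displacement by Pol beta. Compound and 10 nM enzyme sit 15 min at room temperature; 50 nM substrate starts the reaction, read immediately and at 10 min.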
# POLH inh = qHTS for Inhibitors of Polymerase Eta; DNA polymerase eta (Homo sapiens), Q9Y253; recombinant Pol eta, fluorescent DNA replication assay; Potency, µM (doses to about 114 µM), without a hit: at the highest dose activity change, negative = inhibition, hits mostly inhibitors; hit rate 1.2% among 390,000; AID 588591, 2011; also: % is scaled to controls: 0 for no effect and ±100 for the full control effect
#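 Pol eta at 10 nM preincubated with compounds 15 min at room temperature; reaction started with fluorescent substrate (50 nM final) and read kinetically at 0 and 10 min.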
# Pol kappa inh = qHTS for Inhibitors of Polymerase Kappa. Potency, µM (series often up to 107 µM), for inactives: top-dose activity, negative = inhibition, actives largely listed as inhibitors. hit rate 0.53% among 400,000. DNA polymerase kappa (Homo sapiens), Q9UBT6. purified Pol kappa, fluorescent DNA synthesis assay, 10 min; also: % is scaled to controls: 0 for no effect and ±100 for the full control effect
#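 Activity was followed as the change in fluorescence between reads at 0 and 10 min after starting the reaction with 50 nM substrate. Beforehand, 10 nM polymerase had been preincubated with compound for 15 min at room temperature.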
# APE1 inh = qHTS Assay for Inhibitors of the Human Apurinic/apyrimidinic Endonuclease 1 (APE1); DNA repair nuclease/redox regulator APEX1 (Homo sapiens), P27695; recombinant APE1, TAMRA/BHQ-2 abasic DNA cleavage fluorescence; Potency, µM (highest dose often 65.8 µM), for the others: at the highest dose activity change, negative = inhibition, usual class: inhibitors; hit rate 0.35% among 350,000;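 also: plate controls were vehicle for no effect and reference inhibitor for full effect; nearly all actives have a fitted effect of over 55% in size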
#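 Kinetic fluorescence read (525 ex/598 em nm, three reads 60 s apart) of AP-site incision; signal = third minus first read. Enzyme 0.75 nM, dual-labelled THF duplex 50 nM, compound preincubation 15 min RT.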
# BAZ2B inh = qHTS Assay for Inhibitors of BAZ2B. Bromodomain adjacent to zinc finger domain protein 2B (Homo sapiens), Q9UIF8. AlphaScreen BAZ2B-H3K14Ac peptide displacement. Potency, µM (highest dose often 114 µM), for the others: at the top dose activity change, negative = inhibition, usual class: inhibitors. hit rate 4.4% among 360,000. AID 504333, 2011; also: % is scaled to controls: 0 for no effect and ±100 for the full control effect; nearly all actives have a fitted effect of over 60% in size
#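 AlphaScreen displacement: compounds (up to 110uM) incubated 30 min at room temperature with a preformed 50 nM BAZ2B/50 nM biotinylated H3K14Ac peptide complex in PBS pH 7.4 with Tween-20. Donor and acceptor beads at 10 ug/mL final added, 20 min light-protected before reading.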
# JMJD2A Tudor = qHTS Assay for Inhibitors of JMJD2A-Tudor Domain; hit rate 4.4% among 390,000; AID 504339, 2011; AlphaScreen JMJD2A-Tudor / H3K4me3 peptide binding; Potency, µM (doses to about 114 µM), for the others: at the top dose activity change, negative = inhibition, actives largely listed as inhibitors; also: % is scaled to controls: 0 for no effect and ±100 for the full control effect; nearly all actives have a fitted effect of over 50% in size
# * = called active by the depositor; ? = inconclusive; nt = not tested or not shown; [ ] = another dose, or the depositor's remark. Calls follow the shape of the dose curve; as a rule, active = well fitted curve in the direction sought with a large enough effect; inconclusive = small, poorly fitted or top-dose-only effect, or another doubt; inactive = no such curve, though single readings can be large; an effect the other way counts as inactive or inconclusive. Potency is read from the fitted curve at half-maximal effect. These rows are one share of the data; rates above refer to the full screens.
SMILES,G9a block,POLI inh,BLM helicase inh,POLB inh,POLH inh,Pol kappa inh,APE1 inh,BAZ2B inh,JMJD2A Tudor
Cc1ccc(CNC(=O)C2CCCN(S(=O)(=O)c3cnc[nH]3)C2)cc1 (stereo not given),24.9%,17.8%,2.6%,6.6%,-10.7%,-14.1%,2.0%,27.5%,-17.2%
CN(C(=O)CSc1nncn1C)C1CCCN(Cc2ccccc2F)C1 (stereo not given),20.2%,39.7%[activator],-2.4%,16.1%,-21.2%,2.3%,-5.4%,-0.1%,-2.1%
Cc1ccc(-c2c(C)n([O-])c3c([n+]2=O)CCCC3)cc1,-15.6%[59 µM],92.6%[activator],-5.3%,31.6%,-2.8%,-10.7%,7.0%,-7.8%,56.2µM*
O=C(N/N=C/C1CC2CCC1C2)c1c[nH]c2ccccc12 (stereo not given),2.6%,3.8%,0.3%,-25.4%,7.5%,-20.5%,0.2%,-5.2%,-5.5%
COc1ccc(C(=O)Nc2cccc(S(C)(=O)=O)c2)cc1OC,-2.3%,92.0%[activator],-0.5%,3.2%,-20.7%,4.0%,-0.6%,-4.6%,3.0%
CCn1c(=O)n(CC)c2cc(N3CCCC3)c(NC(=O)c3ccc(F)cc3)cc21,44.7µM*,-6.6%,-2.4%,1.5%,-15.1%,-2.1%,-9.6%,?,-21.0%
COc1ccc(N2CCN(C(=O)C3(S(=O)(=O)c4ccc(C)cc4)CC3)CC2)cc1,70.8µM*,-1.4%,-9.3%,-0.5%,-9.0%,5.0%,41.1%[activator],-23.4%,-17.5%
COCCN(C(=S)Nc1ccccc1C)C(C)c1cccnc1 (stereo not given),1.3%[59 µM],14.0%,4.0%,13.3%,0.1%,-6.0%,7.5%,-5.8%,0.7%[57.1 µM]
O=C(O)CC1COc2ccccc2N1S(=O)(=O)c1ccc(Br)cc1 (stereo not given),17.4%,113.1%[activator],-1.6%,6.2%,-14.5%,-7.1%,3.0%,8.4%,4.9%
COc1ccc(C2(Nc3cccc(F)c3)C(=O)c3ccccc3C2=O)cc1,?,21.1%,-7.8%,9.8%,-17.8%,1.5%,nt,?,?
COC(=O)Cc1ccc(NC(=O)c2cccs2)cc1,9.5%[59 µM],-15.1%,-6.6%,8.2%,-10.2%,-0.4%,21.5%,9.9%,-2.0%
CCCCCCC(=O)Nc1cc2c(C)cc(=O)oc2cc1C,?,4.3%,0.3%,11.7%,10.1%,-14.2%,15.4%,11.9%,-2.2%
COC(=O)c1ccc(COC(=O)c2c(C)nn(Cc3ccccc3Cl)c2Cl)o1,10.8%[59 µM],-3.2%,-10.1%,-2.9%,-8.7%,-11.4%,-9.0%,22.7%,26.6%
O=C(Nc1ccc(N2CCCCC2)cc1)c1ccc2ccccc2n1,28.2µM*,15.4%,-3.2%,?,-5.4%,1.5%,10.7%,?,20µM*
COc1ccc2oc(C(=O)OCc3c(C)noc3C)c(C)c2c1,40.1%[12.7 µM],-23.8%,-13.6%,-8.6%,-1.0%,-13.2%,-1.0%,7.2%,9.8%
COc1ccc(CN2CCC(n3nccc3NC(=O)CCCc3ccccc3)CC2)cc1C,24.6%,-12.6%,-2.3%,3.1%,-9.4%,-8.2%,13.6%,-0.8%,-28.8%
COc1cccc(C(=O)Nc2cccnc2)c1OC,-8.9%,18.1%,-3.2%,?,-17.3%,-1.5%,-0.7%,-11.7%,-2.1%
CC(=O)c1cc(-c2ccccc2)n(CC(=O)Nc2ccc(C)cc2C)c1C,2.3%[59 µM],14.9%,0.7%,2.7%,-12.1%,-12.0%[60.1 µM],nt,4.6%,-16.0%
Cc1ccc(NS(=O)(=O)c2cc(-c3cc(C)no3)ccc2C)c(Cl)c1,6.3%[59 µM],-0.3%,-8.0%,4.9%,-15.7%,-7.0%,nt,-1.4%,-9.7%
C=CCN=c1scc(-c2ccc3c(c2)NC(=O)CO3)n1/N=C(\C)c1ccccn1,?,67.3%[activator],-5.9%,1.1%,1.3%,0.8%,?,?,-27.9%

# Full records, quoted from the list. Screens in order: G9a block	POLI inh	BLM helicase inh	POLB inh	POLH inh	Pol kappa inh	APE1 inh	BAZ2B inh	JMJD2A Tudor
# COc1cccc(C(=O)Nc2cccnc2)c1OC is listed as -8.9%	18.1%	-3.2%	?	-17.3%	-1.5%	-0.7%	-11.7%	-2.1%
# COC(=O)Cc1ccc(NC(=O)c2cccs2)cc1 is listed as 9.5%[59 µM]	-15.1%	-6.6%	8.2%	-10.2%	-0.4%	21.5%	9.9%	-2.0%

# The list goes on:
SMILES,G9a block,POLI inh,BLM helicase inh,POLB inh,POLH inh,Pol kappa inh,APE1 inh,BAZ2B inh,JMJD2A Tudor
COC(=O)[C@@H]1C2CCC(C(=O)Nc3ccccc3)(CC2)[C@@H]1C(=O)OC,5.3%[59 µM],14.7%,-1.4%,6.5%,1.4%,-5.4%,10.3%,9.6%,-12.3%
O=C(CCCNS(=O)(=O)c1cccc2nsnc12)NCc1ccc(F)cc1,?,9.5%,-8.6%,19.1%,-2.5%,-8.1%,-1.1%,6.4%,-29.1%
O=C(O)CSc1ccc2ccccc2n1,?,-16.9%,-4.9%,-1.9%,-11.5%,-10.9%,1.1%,-0.3%,7.8%
O=C(c1ccco1)N1CCC2(CC1)CCN(c1ccc(-c3ccccc3)cc1)CC2,-5.3%[12.7 µM],nt,-6.7%,nt,nt,5.0%[60.1 µM],2.3%,nt,nt
O=C(COC(=O)C1COc2ccccc2O1)Nc1ccc2c(c1)CCC2 (stereo not given),2.2%[59 µM],-8.0%,-8.1%,-13.7%,-14.3%,-10.1%,3.1%,nt,1.9%
CC1(C)NC(=O)N(CCCCSc2ccc(Cl)cc2)C1=O,12.4%,14.9%,0.3%,1.5%,0.7%,-21.9%,?,64.5%[activator],-8.0%[57.1 µM]
COc1cccc(-n2c(SCC(=O)NCc3ccco3)nnc2-c2c[nH]c3ccccc23)c1,?,-0.4%,-10.8%,7.2%,-9.1%,-14.7%,7.6%,?,-27.1%
CCC(C)Nc1nc(OC)nc(N(C)C#N)n1 (stereo not given),3.0%[12.7 µM],-19.6%,-13.6%,-9.1%,-8.0%,0.0%,5.1%,28.4%,8.3%
COc1cccc2cc(-c3nc(Cl)c4c5c(sc4n3)CC(C)CC5)c(=O)oc12 (stereo not given),-7.8%[59 µM],-20.3%,-4.3%,15.9%,-5.7%,-7.3%,nt,6.2%,-4.8%
COCCCN1CC(=O)N2Cc3[nH]c4ccccc4c3C[C@H]2C1=O,-5.6%,6.5%,-3.3%,-4.7%,-25.6%,-7.7%,-0.6%,2.3%,1.7%
Cc1cc(C)cc(NC(=O)Cn2cnc3c(nnn3Cc3ccc(F)cc3)c2=O)c1,-1.1%,-16.4%,-5.8%,2.6%,-10.1%,-9.5%,-3.9%,-14.3%,-16.9%
CC(=O)c1c(Nc2cccc(F)c2)oc(C)cc1=O,?,-15.8%,1.4%,5.6%,-10.6%,12.9%,3.0%,-27.1%,-27.3%
COc1cccc(NC(=O)CN(C)C(=O)Cc2ccc3c(c2)OCCO3)c1,-3.1%,61.4%[activator],nt,nt,-20.2%,2.4%,4.2%,?,-8.2%
COc1ccc(CCC(C)N2CCOCC2)cc1 (stereo not given),-0.8%,7.6%,-7.1%,22.6%,-13.4%,7.5%,-0.1%,7.4%,-7.5%
C=CCn1c(CNS(=O)(=O)c2ccc(F)cc2)n[nH]c1=S,22.7%[12.7 µM],-12.1%,-4.9%,1.8%,-17.8%,1.2%,-8.0%,-2.8%,12.6µM*
CCOC(=O)C1=C(COC(=O)CCOc2cc(C)ccc2C)NC(=O)NC1C (stereo not given),5.5%[12.7 µM],6.8%,nt,nt,-4.1%,-4.8%,10.6%,9.5%,-26.5%
O=C(Cc1cccc(NC(=O)C2CCN(C(=O)C3CCCCC3)CC2)c1)Nc1cccc(C(=O)N2CCOCC2)c1,nt,-9.5%,nt,nt,-0.7%,1.0%,nt,nt,-14.5%
CC(=O)c1ccc(N2CCN(C(=O)Nc3ccc(F)cc3F)CC2)cc1,-2.7%,64.1%[activator],1.0%,17.2%,-20.1%,-7.6%,0.3%,0.6%,2.1%
CC(CN1CCCCC1)OC(=O)C(C)(c1ccccc1)c1ccccc1 (stereo not given),-36.5%,-8.0%,-0.7%,17.9%,-16.7%,6.6%,12.0%,-0.3%,-3.6%
O=C(O)CSc1nc2ccc(C(=O)c3ccccc3)cc2[nH]1,nt,150.2%[activator],-0.2%,31.9%,4.3%,1.2%,-13.0%,7.8%,-21.2%
COc1ccc(S(=O)(=O)N(C)CC(=O)NCc2ccco2)cc1Cl,25.1%,-27.3%,-8.4%,42.7%,-3.5%,-17.6%,27.1%,6.1%,-21.2%
CCCc1cc(=O)n2[nH]c(NCc3ccc(CC)cc3)nc2n1,?,3.6%,-0.7%,3.1%,-0.2%,5.7%,nt,-3.8%,-20.5%
Cc1cccc(C)c1OCC(=O)OCC(=O)c1ccc2c(c1)NC(=O)CO2,0.4%[12.7 µM],13.9%,-0.4%,-7.9%,4.5%,-21.4%,6.1%,0.0%,-13.2%
CN(CC(=O)Nc1ccc(F)cc1)C(=O)Cn1cnc2ccc([N+](=O)[O-])cc2c1=O,nt,-9.5%,nt,nt,-4.8%,-7.8%,31.0%,nt,-15.1%

# Marked active in JMJD2A Tudor (from the list above):
SMILES,G9a block,POLI inh,BLM helicase inh,POLB inh,POLH inh,Pol kappa inh,APE1 inh,BAZ2B inh,JMJD2A Tudor
Cc1ccc(-c2c(C)n([O-])c3c([n+]2=O)CCCC3)cc1,-15.6%[59 µM],92.6%[activator],-5.3%,31.6%,-2.8%,-10.7%,7.0%,-7.8%,56.2µM*
O=C(Nc1ccc(N2CCCCC2)cc1)c1ccc2ccccc2n1,28.2µM*,15.4%,-3.2%,?,-5.4%,1.5%,10.7%,?,20µM*
C=CCn1c(CNS(=O)(=O)c2ccc(F)cc2)n[nH]c1=S,22.7%[12.7 µM],-12.1%,-4.9%,1.8%,-17.8%,1.2%,-8.0%,-2.8%,12.6µM*
